Compound activity: PubChem BioAssay, National Center for Advancing Translational Sciences (NCATS)
KinaseGlo FLuc: Counterscreen for Luciferase (Kinase-Glo TM) Inhibition; Kinase-Glo luciferase, ATP luminescence, 8 min; Luciferin 4-monooxygenase (Photuris pensylvanica), Q27757; 200,000 tested, 0.28% active; Potency, µM (series often up to 38.3 µM), inactives show at the highest dose activity change, negative = inhibition, actives largely listed as inhibitors; further: on the % scale 0 is the no-effect control and ±100 the full control effect; nearly all actives have a fitted effect of over 60% in size
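Recombinant Kinase-Glo luciferase, 10 uM ATP (linear range), luciferin; imidazole pH 7.2 / KCl / MgCl2 / Tween / BSA buffer; 8 min RT; luminescence.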
L3MBTL1 block: qHTS Assay for the Inhibitors of L3MBTL1 | AID 485360, 2010 | Potency, µM (titrated, usually from 57.1 µM), for inactives: top-dose activity, negative = inhibition, actives largely listed as inhibitors | AlphaScreen L3MBTL1–H3K9me1 peptide binding | Lethal(3)malignant brain tumor-like protein 1 (Homo sapiens), Q9Y468 | 230,000 tested, 0.66% active; further: on the % scale 0 is the no-effect control and ±100 the full control effect; nearly all actives have a fitted effect of over 60% in size
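First, the protein-peptide complex forms for 30 min at room temperature (L3MBTL1 50 nM, biotinylated H3K9me1 peptide 75 nM). Next, compounds are pin-transferred and incubated 30 min. Finally, AlphaScreen beads are added and read after 30 min.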
Tau ThT inhib: qHTS for Inhibitors of Tau Fibril Formation, Thioflavin T Binding; Microtubule-associated protein tau (Homo sapiens), P10636; recombinant tau K18 P301L (four-repeat tau fragment), heparin-induced fibrillization, ThT fluorescence; Potency, µM (doses to about 57.4 µM), for inactives: at the top dose activity, negative = inhibition, usual class: inhibitors; 270,000 tested, 2.1% active; AID 1460, 2008; further: on the % scale 0 is the no-effect control and ±100 the full control effect; nearly all actives have a fitted effect of over 55% in size
Target sequence (P10636 561-689 P618L limits assumed): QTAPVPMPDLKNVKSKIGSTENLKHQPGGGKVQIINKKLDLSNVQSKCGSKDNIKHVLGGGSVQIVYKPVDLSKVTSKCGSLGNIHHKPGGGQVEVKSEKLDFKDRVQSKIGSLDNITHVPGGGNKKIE
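Heparin-induced fibrillization of the P301L-mutant K18 repeat-domain fragment of human tau was followed by ThT binding in quantitative high-throughput format.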
ALDH1A1 inh: qHTS Assay for Inhibitors of Aldehyde Dehydrogenase 1 (ALDH1A1). Aldehyde dehydrogenase 1A1 (Homo sapiens), P00352. Purified ALDH1A1, NADH fluorescence, propionaldehyde substrate. Potency, µM (doses to about 75.3 µM), inactives show at the highest dose activity, negative = inhibition, actives largely listed as inhibitors. 220,000 tested, 7.3% active; active means well fitted inhibition curve with a large enough effect, not every such curve was filed as active; inconclusive means small, poorly fitted or top-dose-only effect, or another doubt; inactive means no such curve, though single readings can be large or run the other way;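 further: plate controls were no enzyme wells and a reference inhibitor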
Target sequence (P00352 whole entry, looked up): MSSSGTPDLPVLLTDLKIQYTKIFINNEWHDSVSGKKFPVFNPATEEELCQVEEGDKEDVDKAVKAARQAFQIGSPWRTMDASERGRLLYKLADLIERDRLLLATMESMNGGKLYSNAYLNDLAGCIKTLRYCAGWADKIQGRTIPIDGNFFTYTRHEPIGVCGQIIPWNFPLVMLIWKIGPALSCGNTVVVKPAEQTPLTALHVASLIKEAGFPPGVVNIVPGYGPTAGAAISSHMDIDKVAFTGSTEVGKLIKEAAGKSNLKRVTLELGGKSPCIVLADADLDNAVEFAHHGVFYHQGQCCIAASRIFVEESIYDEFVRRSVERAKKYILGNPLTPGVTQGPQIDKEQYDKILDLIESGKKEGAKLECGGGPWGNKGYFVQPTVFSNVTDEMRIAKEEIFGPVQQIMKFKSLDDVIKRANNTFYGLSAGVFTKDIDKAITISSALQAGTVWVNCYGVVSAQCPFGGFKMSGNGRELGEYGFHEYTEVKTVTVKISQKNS
LMNA splice mod: qHTS Assay for Modulators of Lamin A Splicing | 200,000 tested, 0.01% active | Potency, µM (top dose mostly 46.1 µM), for the others: at the highest dose ratio change, negative = inhibition, most hits filed as inhibitors | HeLa LMNA splicing GFP/RFP minigene ratio, 48 h; active means well fitted inhibition curve with a large enough effect in the signal ratio, with a control signal flat, not every such curve was filed as active; inconclusive means small, poorly fitted or top-dose-only effect, or effect the other way, or a change in a side signal; the % refers to the signal ratio; further: on the % scale 0 is the no-effect control and ±100 the full control effect
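S3 HeLa stable clones carrying a lamin A-EGFP splicing minigene plus DsRed2 were seeded at 600 cells/well in Opti-MEM with 2% FBS, pin-dosed and incubated 48 h at 37°C. Acumen cytometry (488 nm) gave the GFP/RFP total-intensity ratio.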
RECQ1 inh: qHTS Assay for Inhibitors of RecQ-Like Dna Helicase 1 (RECQ1); ATP-dependent DNA helicase Q1 (Homo sapiens), P46063; RECQ1 DNA unwinding, red fluorescence kinetic read; Potency, µM (titrated, usually from 57.3 µM), without a hit: at the top dose activity, negative = inhibition, usual class: inhibitors; 240,000 tested, 0.54% active; AID 2549, 2010;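 further: plate controls were vehicle for no effect and no enzyme for full effect; nearly all actives have a fitted effect of over 30% in size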
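RECQ1T1 50 nM; forked duplex (20 bp + 30-nt ss tails) 200 nM, ATP 2 mM final; pH 8.0, 2 mM MgCl2, 2.5 ug/ml poly(dI-dC); 15 min compound preincubation; discontinuous kinetic read over 2 h at RT.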
KDM4E inh: qHTS Assay for Inhibitors of Human Jumonji Domain Containing 2E (JMJD2E) | Lysine-specific demethylase 4E (Homo sapiens), B2RXH2 | Potency, µM (top dose mostly 57.1 µM), without a hit: at the highest dose activity change, negative = inhibition, hits mostly inhibitors | JMJD2E catalytic domain, FDH-coupled NADH fluorescence (FDH is formaldehyde dehydrogenase) | 230,000 tested, 1.6% active; active means well fitted inhibition curve with a large enough effect, not every such curve was filed as active; inconclusive means small, poorly fitted or top-dose-only effect, or another doubt; inactive means no such curve, though single readings can be large or run the other way;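 further: 0% = wells with enzyme and -100% = buffer wells without enzyme; nearly all actives have a fitted effect of over 50% in size; many of its hits are not listed in these tables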
Target sequence (B2RXH2 1-337 limits assumed): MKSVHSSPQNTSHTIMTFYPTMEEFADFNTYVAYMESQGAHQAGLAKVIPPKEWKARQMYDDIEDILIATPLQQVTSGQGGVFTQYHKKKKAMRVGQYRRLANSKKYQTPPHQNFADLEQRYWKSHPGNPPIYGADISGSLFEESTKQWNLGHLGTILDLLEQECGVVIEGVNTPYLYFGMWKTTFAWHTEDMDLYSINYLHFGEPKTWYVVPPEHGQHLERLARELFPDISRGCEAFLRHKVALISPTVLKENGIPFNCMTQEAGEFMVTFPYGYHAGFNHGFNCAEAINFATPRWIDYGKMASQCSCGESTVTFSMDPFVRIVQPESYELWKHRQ
SMN2 splice enh: qHTS Assay for Enhancers of SMN2 Splice Variant Expression; 210,000 tested, 2.8% active; HEK293 SMN2-luciferase splicing reporter, luminescence, 30-36 h; Potency, µM (doses to about 46.1 µM), inactives show top-dose activity change, positive = activation, hits mostly activators; further: % of control where 0% means no effect; nearly all actives have a fitted effect of over 55% in size
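HEK293 cells carry an SMN2 minigene-luciferase reporter in which exon 7 inclusion puts luciferase in frame. Cells were seeded at 2000 cells/well, attached for 10-12 hours, then exposed to compounds for 30-36 hours at 37C before ONE-Glo luminescence.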
Active calls of the source: *; i = inactive; ? = inconclusive; . = no result given; & = joins results of further samples; [ ] = dose if it differs, or a comment. Unless noted, the call rests on the fitted dose curve; in most records, active means well fitted curve in the direction sought with a large enough effect; inconclusive means small, poorly fitted or top-dose-only effect, or another doubt; inactive means no such curve, though single readings can be large; an effect the other way counts as inactive or inconclusive. Potency means the concentration at half of the fitted maximal effect. The list is partial; count on the stated rates, not on these rows.

Compound,KinaseGlo FLuc,L3MBTL1 block,Tau ThT inhib,ALDH1A1 inh,LMNA splice mod,RECQ1 inh,KDM4E inh,SMN2 splice enh
COCC(=O)Nc1sc2c(c1C(=O)OC)C(C(=O)OC)CC2 (configuration not stated),0%,1%[11.4 µM],3%,-11%,-2%,19%,-6%,-7%
C=CCc1cc(/C=N/NC(=O)CSc2nnc(CCCc3ccc(OC)cc3)o2)cc(OC)c1O,-5%,.,-2%,13%,1%,i,1%,-18%
CCOc1ccc2nc(NC(=O)Cn3cnc4c3c(=O)n(C)c(=O)n4C)sc2c1,1%,21%,-14%,1%,7%,-1%,?,-1%
O=C(OCC(=O)N1CCCCCC1)c1n[nH]c(=O)c2ccccc12,-1%,.,-7%,2%,15%,i,7%,?
COCCNC(=O)Cn1nc(C(F)(F)F)cc1C,3%,?,-11%,13%,-9%,-3%,0%,-20%
Cc1cc(C)nc(SC2c3cccc4cccc(c34)C2NS(=O)(=O)c2ccccc2)n1 (configuration not stated),1%,-7%,-10%,?,?,?,-7%,-7%
CCN(c1ccccc1)S(=O)(=O)c1ccc(Cl)c(NC(=O)COC(=O)c2ccc[nH]c2=O)c1,.,-4%,-3%,.,.,0%,-26%,.
CCOc1cc(S(=O)(=O)N(CC)CC)ccc1Cl,0%,7%,2%,-6%,.,i,-4%,-7%
CCn1c(SCC(=O)c2ccc(CNC(C)=O)o2)nnc1-c1cccs1,4%,-14%,-6%,5%,17%,-24%,3%,13%
CC(/C=C/c1ccco1)=N\NC(=O)CNc1ccc2ccccc2c1,-2%,35µM*,7.9µM*,7.9µM*,-11%[46 µM],-4%,?,-3%
Cc1cccc(N(CC(=O)N2CCCC2)S(=O)(=O)c2ccccc2)c1C,0%,.,-2%,-2%,6%,1%,4%,-10%
Cc1nnc(SCC(=O)Nc2ccc(Cl)cn2)n1Cc1ccccc1,11%,-4%,5%,0%,5%,-6%,-6%,-8%
O=C1C2C3C=CC(C2C(=O)N1C1CCCCC1)C1C(=O)N(C2CCCCC2)C(=O)C31 (configuration not stated),-5%,.,-4%,2.8µM*,-6%,-14%,8%,-54%[inhibitor]
CCN1CCN(C(=O)C(C)Nc2ccc(OC)cc2OC)CC1 (configuration not stated),3%,-8%,?,?,-14%[46 µM],i,?,16%
O=C(NCCCN1CCN(c2ccccc2F)CC1)C1CCC(=O)N1C1CCCCC1 (configuration not stated),3%,3%,-6%,-9%,13%[0.0737 µM],-9%,15%,-2%
O=C(O)c1cccc(NC(=O)c2ccc(Cl)c(S(=O)(=O)N3CCCCCC3)c2)c1,0%,.,-2%,-10%,7%[46 µM],i,9%,8.9µM*
CC1CC(CCN)(c2ccccc2)C(C)CN1C (configuration not stated),.,8%,-9%,.,.,-5%,12%,.
Cc1cc2[nH]cnc2c([N+](=O)[O-])c1C,-3%,3%,-3%,10%,2%[46 µM],19%,-9%,0%
CCC(=O)Nc1ccc(S(=O)(=O)NCC2CCCO2)cc1 (configuration not stated),-5%,.,0%,3%,-8%,-1%,0%,-1%
O=C(CCCO)CCCCCCCCC[C@H]1N[C@H](CO)[C@@H](O)[C@@H]1O,1%,5%,-14%,-1%,-11%,-2%,?,-9%

Continuation.
Compound,KinaseGlo FLuc,L3MBTL1 block,Tau ThT inhib,ALDH1A1 inh,LMNA splice mod,RECQ1 inh,KDM4E inh,SMN2 splice enh
N#Cc1ccc(C23CC4(C2)[C@H](CN(Cc2ccc(C(F)(F)F)cc2)[C@@H]4c2ccccc2)C3c2ccccc2)cc1 (some centres not stated),-1%,.,-13%&3%,-10%,.,i,1%&0%,-18%
Cc1cc(NC(=O)Cn2cnc3c2c(=O)n(C)c(=O)n3C)n(-c2ccccc2)n1,0%,-1%,-1%,7%,-7%,i,5%,2%
Cc1nc(C(=O)NNC(=O)c2ccc(Cl)cc2)cs1,.,13%,1%,.,.,17%,?,.
CCCn1c(SCC(=O)Nc2cccc(S(=O)(=O)NC3=NCCCCC3)c2)nc2ccccc2c1=O,1%,18%,4%,?,.,-5%,-2%,-23%
NC(=S)N(c1ccccc1)c1ccccc1,0%,-18%,16%,?,.,-4%,-5%,.
O=C(COC(=O)c1ccccc1NC(=O)c1ccco1)NCC1CCCCC1,-3%,.,-12%,?,6%,-4%,?,5%
COc1ccc(Cl)cc1NC(=O)/C=C/C(=O)O,.,-6%,-13%,-11%,.,-7%,-23%,.
CC1(C)CC(=O)C2=C(C1)N(Cc1ccco1)C(=O)C2(NC(=O)C1CCCCC1)C(F)(F)F (configuration not stated),-2%,-14%,-7%,-2%,14%,-1%,3%,?
Cc1ccc2[nH]c3c(=O)n(CCN4CCNCC4)cnc3c2c1,3%,3%,-11%,?,-8%,5%,?,0%
FC(F)(F)c1cc(Cl)c2nnc(C(F)(F)Cl)n2c1,2%,0%,1%,9%,0%[46 µM],i,5%,12%
Cc1nn(C)c(C)c1/C=N/NC(=O)c1csc2ccccc12,3%,1%,?,22µM*,-6%,-15%,12%,-3%
O=C(Nc1nnc(-c2ccncc2)o1)c1ccc(Br)s1,4%,.,-17%,6%,.,-11%,?,-61%[inhibitor]
O=C(Cn1c2ccc(F)cc2c2nc3n(c(=O)c21)CCS3)Nc1ccccc1F,8%,-5%,6%,?,?,-9%,?,11%
Cc1ccc(-c2nn(Cc3ccccc3)cc2/C=C/C(=O)O)cc1C,-6%,.,-12%,2%,9%,i,-1%,8%
O=C(/C=C1\SC(=O)NC1=O)Nc1ccc(F)cc1,2%,.,-9%,6%,-11%[46 µM],i,7%,29%
COc1ccccc1/C=N/NC(=O)c1ccc(Cn2nc([N+](=O)[O-])cc2C)cc1,0%,-4%,-17%,14µM*,3%,-3%,-7%,18%
Cc1ccc(SCCC(=O)Nc2cccnc2)cc1,-7%,0%,-8%,1%,19%[46 µM],i,0%,2%
CCNc1nc(OC)nc(Oc2ccc(=O)n(-c3ccccc3)n2)n1,0%,3%[11.4 µM],7%,-5%,14%,-3%,8%,-11%
Cc1ccc(C)c(NC(=S)NNC(=O)c2csc(C(C)C)c2)c1,1%,11%[11.4 µM],?,13µM*,?,-9%,12%,7%
CCNC(=O)c1ccc(-n2nc(C(F)(F)F)c3c2CCCC3)cc1,-6%,1%,0%,2%,0%,-1%,3%,-15%

Further structures follow:
Compound,KinaseGlo FLuc,L3MBTL1 block,Tau ThT inhib,ALDH1A1 inh,LMNA splice mod,RECQ1 inh,KDM4E inh,SMN2 splice enh
CCN(CC)c1ccc(C(=O)N/N=C(\C)c2ccc(OC)c(OC)c2)cc1,0%,-7%,?,?,-16%,i,-24%,3%
O=C(NCC1CCCO1)C(=O)NCC(c1ccco1)N1CCN(c2ccc(F)cc2)CC1 (configuration not stated),-3%,0%,-9%,7%,-15%,-2%,-1%,-9%[1.84 µM]
CCOCCCNC(=O)C1CCC(=O)N1CCc1ccccc1 (configuration not stated),0%,-6%,-9%,-2%,0%,-13%,-3%,30%
Cc1cccc2c1-c1sc(C(=O)Nc3cccc([N+](=O)[O-])c3C)cc1CO2,3%,?,-1%,0%,-22%,-1%,1%,-24%
O=C(O)c1ccc(Nc2nc(-c3cc4ccccc4oc3=O)cs2)cc1O,1%,?,7.9µM*,?,?,-29%,20µM*,1%
CC(C)c1ccc(N(C(=O)c2csnn2)C(C(=O)NC(C)(C)C)c2cccnc2)cc1 (configuration not stated),1%,?,-3%,0.71µM*,-1%[9.22 µM],-1%,2%,13%
CC(=O)NNC(=O)CC(=O)Nc1nc(C23CC4CC(CC(C4)C2)C3)cs1,5%,0%,8%,-1%,-14%,i,-7%,5%
COc1cc(/C=C/C(=O)N2CCCCC2=O)cc(OC)c1OC,2%,.,11µM*,?,.,-3%,-8%,.
CC(C)(C)NC(=O)CSc1nccn1Cc1ccccc1,3%,-1%,4%,2%,5%,-7%,-1%,-13%
COc1cccc(N(CC(=O)Nc2cccnc2)S(C)(=O)=O)c1,-1%,4%,-1%,3%,14%[46 µM],i,4%,7%
CN(C)S(=O)(=O)c1ccc(NC(=O)c2ccccn2)cc1,-2%,4%,-11%,-2%,-8%,2%,3%,11µM*
COc1ccc(C/C(C)=N/NC(=S)Nc2ccc(C(C)C)cc2)cc1,0%,-6%,?,?,?,i,-5%,-21%
O=C(COC(=O)c1cccnc1Cl)Nc1ccc2c(c1)OCO2,-2%,11%,-8%,?,-7%[46 µM],-2%,3%,2%
O=C(c1cccc(Cl)c1)c1nn(-c2ccccc2)c(=O)cc1C(F)(F)F,8%,-2%,?,-2%,?,-5%,-11%,-54%[inhibitor]
COc1cccc2cc(C(=O)C3=C(O)C(=O)N(Cc4ccco4)C3c3cccnc3)oc12 (configuration not stated),3%,.,?,5.6µM*,3%,i,-7%,35%
CC(C)Oc1cccc(C(=O)C2CCCN(S(=O)(=O)C(C)C)C2)c1 (configuration not stated),-3%,11%,-9%,1%,19%[46 µM],-6%,-5%,.
COC(=O)c1cc2sccc2n1CC(=O)Nc1cc(OC)cc(OC)c1,0%,-1%,-15%,-2%,5%,-4%,-8%,-16%
CCOC(=O)CCSc1nc(C)c2cc(C)c(C)cc2n1,-1%,33%[activator],?,-9%,-8%,-15%,8%,13%
CCCCNC(=O)c1cc2c(=O)n3cccc(C)c3nc2n(Cc2ccccc2)c1=N,.,7%,-3%,?,0%,-9%,?,.
CCOC(=O)Cc1nnc(NC(=O)COc2ccc(F)cc2)s1,-4%,6%,?,6%,10%,i,-2%,-1%
